LYP inhibition = inhibitors of LYP phosphatase, biochemical, fluorescence intensity, uHTS (AID 1779); Tyrosine-protein phosphatase non-receptor type 22 (Homo sapiens); one-dose inhibition, % at 11.5 µM; IC50 in µM for titrated hits; recombinant LYP phosphatase, fluorescence intensity; higher % means a stronger effect; 0.054% of 290,000 active; in the data active = inhibition above about 50%;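 note: plate controls were vehicle with enzyme for no effect and no enzyme for full effect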
Myeloid diff 2 = induction of myeloid progenitor differentiation, primary screen, cell-based, flow cytometry, MLPCN library. ER-HoxA9 myeloid progenitors, lysozyme-GFP differentiation. calls only at 10 µM. 1% of 360,000 active;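 active = normalized GFP-positive differentiation at or above the plate's own cutoff, the solvent-only control mean plus 3 SD; inconclusive = no clear call, values can overlap the other calls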;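 note: cells exposed to compound for four days before flow analysis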
Myeloid diff 2 GFP+ MAC1+ % = recorded beside Myeloid diff 2, whose call it bears; GFP+ MAC1+ double positive, %; measured here: differentiation confirmed by MAC1 staining
* marks the source's active call; other numbers are inactive results. Some of the compounds tested. The share of hits here may be higher or lower than overall.

The opening seven compounds (preview)
For O=C(CSc1nc(C2CC2)nc2ccccc12)Nc1ccccc1Cl the results were LYP inhibition -11.1%, Myeloid diff 2 inactive and Myeloid diff 2 GFP+ MAC1+ % 0.5.
Screening O=C(c1cc(COc2ccc(F)cc2Cl)on1)N1CCSCC1 returned LYP inhibition -3.0%, Myeloid diff 2 inactive and Myeloid diff 2 GFP+ MAC1+ % 0.3.
`O=C(c1cc(-c2ccc(O)cc2)on1)N1CCCCCC1` gave LYP inhibition -7.3%, Myeloid diff 2 inactive and Myeloid diff 2 GFP+ MAC1+ % 0.5.
For COc1ccc(OCc2cc(C(=O)N3CCN(C4CCCC4)CC3)no2)c(Cl)c1 the results were LYP inhibition -0.6%, Myeloid diff 2 inactive and Myeloid diff 2 GFP+ MAC1+ % 0.5.
For O=C(/C=C/c1cccs1)Nc1sc2c(c1C(=O)O)CCCC2 the results were LYP inhibition -8.7%, Myeloid diff 2 inactive and Myeloid diff 2 GFP+ MAC1+ % 2.6.
Screening S=C(NCCCc1ccccc1)NC1CCCCC1 returned LYP inhibition -8.1%, Myeloid diff 2 inactive and Myeloid diff 2 GFP+ MAC1+ % 0.0.
Screening O=C(O)c1cc(S(=O)(=O)N2CCN(C(c3ccccc3)c3ccccc3)CC2)ccc1Cl returned LYP inhibition -5.4%, Myeloid diff 2 inactive and Myeloid diff 2 GFP+ MAC1+ % 0.5.

All compounds of this part, previewed entries included:
For O=C(CSc1nc(C2CC2)nc2ccccc12)Nc1ccccc1Cl the results were LYP inhibition -11.1%, Myeloid diff 2 inactive and Myeloid diff 2 GFP+ MAC1+ % 0.5.
Screening O=C(c1cc(COc2ccc(F)cc2Cl)on1)N1CCSCC1 returned LYP inhibition -3.0%, Myeloid diff 2 inactive and Myeloid diff 2 GFP+ MAC1+ % 0.3.
`O=C(c1cc(-c2ccc(O)cc2)on1)N1CCCCCC1` gave LYP inhibition -7.3%, Myeloid diff 2 inactive and Myeloid diff 2 GFP+ MAC1+ % 0.5.
For COc1ccc(OCc2cc(C(=O)N3CCN(C4CCCC4)CC3)no2)c(Cl)c1 the results were LYP inhibition -0.6%, Myeloid diff 2 inactive and Myeloid diff 2 GFP+ MAC1+ % 0.5.
For O=C(/C=C/c1cccs1)Nc1sc2c(c1C(=O)O)CCCC2 the results were LYP inhibition -8.7%, Myeloid diff 2 inactive and Myeloid diff 2 GFP+ MAC1+ % 2.6.
Screening S=C(NCCCc1ccccc1)NC1CCCCC1 returned LYP inhibition -8.1%, Myeloid diff 2 inactive and Myeloid diff 2 GFP+ MAC1+ % 0.0.
Screening O=C(O)c1cc(S(=O)(=O)N2CCN(C(c3ccccc3)c3ccccc3)CC2)ccc1Cl returned LYP inhibition -5.4%, Myeloid diff 2 inactive and Myeloid diff 2 GFP+ MAC1+ % 0.5.
Screening CCCCOc1ccc(C(=O)NCC(=O)NC(C)CCc2ccccc2)cc1 (configuration not stated) returned LYP inhibition -3.6%, Myeloid diff 2 active and Myeloid diff 2 GFP+ MAC1+ % 5.8*.
`O=C(NCCc1ccc2c(c1)OCCO2)c1ccccn1` gave LYP inhibition -9.4%, Myeloid diff 2 inactive and Myeloid diff 2 GFP+ MAC1+ % 2.9.
Screening N#Cc1ccc2[nH]c(CO)c(-c3ccccc3)c2c1 returned LYP inhibition -12.1%, Myeloid diff 2 inactive and Myeloid diff 2 GFP+ MAC1+ % 1.8.
C[C@@H](NC(=O)C1(c2ccccc2)CCN(C(=O)OC(C)(C)C)CC1)C(=O)N[C@@H](Cc1ccccc1)C(=O)O was read as LYP inhibition -3.8%, Myeloid diff 2 inactive and Myeloid diff 2 GFP+ MAC1+ % 2.4.
`CC1(C)Cc2c(cnn2-c2ccc(F)cc2)C(NC(=O)c2ccoc2)C1` (configuration not stated) gave LYP inhibition -3.3%, Myeloid diff 2 inactive and Myeloid diff 2 GFP+ MAC1+ % 0.6.
`COc1cccc(-c2cccc(NC(=O)C3CCN(CC4CCOC4)CC3)c2)c1` (configuration not stated) gave LYP inhibition -10.4%, Myeloid diff 2 inactive and Myeloid diff 2 GFP+ MAC1+ % 0.0.
CC(=O)c1ccc(NC(=O)CCCN2C(=O)COc3ccc(C)cc32)cc1 was read as LYP inhibition -12.1%, Myeloid diff 2 inactive and Myeloid diff 2 GFP+ MAC1+ % 0.0.
`CNS(=O)(=O)c1ccc(NC(=O)c2cc(-c3ccncc3)nc3ccc(Cl)cc23)cc1` gave LYP inhibition -4.4%, Myeloid diff 2 inactive and Myeloid diff 2 GFP+ MAC1+ % 0.0.
`CCC1(c2ccccc2)NC(=O)N(CC(=O)Nc2ccc(OC)nc2)C1=O` (configuration not stated) gave LYP inhibition -6.9%, Myeloid diff 2 inactive and Myeloid diff 2 GFP+ MAC1+ % 0.6.
For COc1ccccc1/C=N/NC(=O)c1ccc(C)nc1 the results were LYP inhibition -11.4%, Myeloid diff 2 inactive and Myeloid diff 2 GFP+ MAC1+ % 0.6.
`Cc1ccc(C)c(S(=O)(=O)NCCCc2ccccc2)c1` gave LYP inhibition -8.8%, Myeloid diff 2 inactive and Myeloid diff 2 GFP+ MAC1+ % 0.0.
For COc1ccc(C(=O)Nc2nnc(C3=COCCO3)o2)cc1OC the results were LYP inhibition -9.9%, Myeloid diff 2 inactive and Myeloid diff 2 GFP+ MAC1+ % 0.7.
For CCC(C)C(=O)Nc1nnc(CCc2ccccc2)s1 (configuration not stated) the results were LYP inhibition -1.1%, Myeloid diff 2 inactive and Myeloid diff 2 GFP+ MAC1+ % 0.3.
Screening O=C(CCc1ccccc1)NNC(=O)COc1ccccc1Cl returned LYP inhibition -4.3%, Myeloid diff 2 inactive and Myeloid diff 2 GFP+ MAC1+ % 0.7.
For Cc1ccccc1CC(=O)Nc1ccc(S(=O)(=O)N2CCOCC2)cc1 the results were LYP inhibition -5.7%, Myeloid diff 2 inactive and Myeloid diff 2 GFP+ MAC1+ % 0.6.
Screening O=C(NN=C1CCCCCC1)c1cccs1 returned LYP inhibition -8.3%, Myeloid diff 2 inactive and Myeloid diff 2 GFP+ MAC1+ % 0.0.
COc1ccc(OC)c(S(=O)(=O)N(C)CC(=O)N2CCCCC2)c1 was read as LYP inhibition -7.2%, Myeloid diff 2 inactive and Myeloid diff 2 GFP+ MAC1+ % 0.6.
`COc1ccc(CN2CCN(C(=O)CC(C)C)CC2)cc1Br` gave LYP inhibition -7.9%, Myeloid diff 2 inactive and Myeloid diff 2 GFP+ MAC1+ % 0.5.
For CC1(C)Cc2c(sc(NC(=O)C(=O)N3CCOCC3)c2C#N)CO1 the results were LYP inhibition -10.8%, Myeloid diff 2 inactive and Myeloid diff 2 GFP+ MAC1+ % 3.7.
For CN(CC(=O)Nc1ccc(OC(F)(F)F)cc1)C(=O)Cc1c(Cl)cccc1Cl the results were LYP inhibition -3.7%, Myeloid diff 2 inactive and Myeloid diff 2 GFP+ MAC1+ % 0.6.
Screening CC(C)(C)c1ccc(OCC(=O)NNC(=S)NC(=O)c2ccco2)c(Br)c1 returned LYP inhibition -7.3%, Myeloid diff 2 inactive and Myeloid diff 2 GFP+ MAC1+ % 3.2.
CCCCC(C(=O)NC1CCCC1)N(C(=O)c1snc(C(N)=O)c1N)c1ccc(F)cc1 (configuration not stated) was read as LYP inhibition -11.2%, Myeloid diff 2 inactive and Myeloid diff 2 GFP+ MAC1+ % 0.5.
For COc1cccc(-c2noc(CCCC(=O)NC3CCCC3)n2)c1 the results were LYP inhibition -13.8%, Myeloid diff 2 inactive and Myeloid diff 2 GFP+ MAC1+ % 3.2.
For Cc1cccc2c1-c1sc(C(=O)Nc3cccnc3)cc1CO2 the results were LYP inhibition -12.0%, Myeloid diff 2 inactive and Myeloid diff 2 GFP+ MAC1+ % 1.4.
Screening CCc1ccc2c(CN(C)Cc3ccccc3OC)cc(=O)oc2c1 returned LYP inhibition -7.2%, Myeloid diff 2 inactive and Myeloid diff 2 GFP+ MAC1+ % 0.2.
Screening COc1ccc(OCc2cc(=O)[nH]c3ccccc23)cc1 returned LYP inhibition -6.2%, Myeloid diff 2 inactive and Myeloid diff 2 GFP+ MAC1+ % 0.5.
Screening CCn1c(SCC(=O)NCc2ccco2)nnc1C1CCCC1 returned LYP inhibition -6.6%, Myeloid diff 2 inactive and Myeloid diff 2 GFP+ MAC1+ % 1.1.
Screening COc1ccccc1OCC(=O)Nc1nc2c(s1)CCCC2 returned LYP inhibition -6.8%, Myeloid diff 2 inactive and Myeloid diff 2 GFP+ MAC1+ % 2.8.
`CCNc1nc(SCC(=O)Nc2ccc(Cl)c(Cl)c2)nc(N2CCOCC2)n1` gave LYP inhibition -0.3%, Myeloid diff 2 inactive and Myeloid diff 2 GFP+ MAC1+ % 1.6.
For COc1ccc(NC(=O)c2cc(-c3cc(Cl)ccc3O)n[nH]2)c(OC)c1 the results were LYP inhibition -7.4%, Myeloid diff 2 inactive and Myeloid diff 2 GFP+ MAC1+ % 0.9.
For COc1ccc(NC2CCCN(C(=O)c3csc(C(C)C)n3)C2)cc1OC (configuration not stated) the results were LYP inhibition -7.6%, Myeloid diff 2 inactive and Myeloid diff 2 GFP+ MAC1+ % 1.1.
Screening CC1CCN(Cc2nnnn2CCCC(=O)NC(c2ccccn2)C(F)(F)F)CC1 (configuration not stated) returned LYP inhibition -13.4%, Myeloid diff 2 inactive and Myeloid diff 2 GFP+ MAC1+ % 0.5.
Screening CCOC(=O)C1CCCN(S(=O)(=O)c2cc3[nH]c(=O)c(=O)[nH]c3cc2C)C1 (configuration not stated) returned LYP inhibition -11.9%, Myeloid diff 2 inactive and Myeloid diff 2 GFP+ MAC1+ % 1.7.
CC(C)C1Nc2ccc(C(=O)N3CCN(c4ccccn4)CC3)cc2NC1=O (configuration not stated) was read as LYP inhibition -9.1%, Myeloid diff 2 inactive and Myeloid diff 2 GFP+ MAC1+ % 5.4.
For Clc1ccccc1OCCCCN1CCCCC1 the results were LYP inhibition -7.2%, Myeloid diff 2 inactive and Myeloid diff 2 GFP+ MAC1+ % 0.5.
`COc1ccc(CCN=C(N)NS(=O)(=O)c2ccc(F)cc2)cc1OC` gave LYP inhibition -8.5%, Myeloid diff 2 inactive and Myeloid diff 2 GFP+ MAC1+ % 1.3.
CCN(c1ccccc1)S(=O)(=O)c1ccc(NC(=O)c2nc(S(C)(=O)=O)ncc2Cl)cc1 was read as LYP inhibition 1.5% and Myeloid diff 2 inconclusive.
For CCOc1ccccc1-c1nc(CN2CCCN(C(=O)c3ccco3)CC2)c(C)o1 the results were LYP inhibition -4.4%, Myeloid diff 2 inactive and Myeloid diff 2 GFP+ MAC1+ % 0.7.
Screening Cc1ccc(-c2ocnc2C(=O)N2CCOCC2)cc1 returned LYP inhibition -3.7%, Myeloid diff 2 inactive and Myeloid diff 2 GFP+ MAC1+ % 0.2.
Screening CCOc1ccccc1N1CC(C(=O)NCCOc2ccccc2OC)CC1=O (configuration not stated) returned LYP inhibition -10.2%, Myeloid diff 2 inactive and Myeloid diff 2 GFP+ MAC1+ % 0.3.
For COc1cccc(OCC(=O)Nc2cc(NC(=O)COc3cccc(OC)c3)cc(C(=O)O)c2)c1 the results were LYP inhibition -1.5%, Myeloid diff 2 inactive and Myeloid diff 2 GFP+ MAC1+ % 0.3.
`CCc1nn2c(NCCCO)cc(C)nc2c1-c1ccc(F)cc1` gave LYP inhibition -12.3%, Myeloid diff 2 inactive and Myeloid diff 2 GFP+ MAC1+ % 0.3.
For O=C(NCC(=O)N1CCCC1)c1ccc(Cl)cc1 the results were LYP inhibition -11.0%, Myeloid diff 2 inactive and Myeloid diff 2 GFP+ MAC1+ % 0.3.
Cc1ccc(CN2CCN(c3cccc4[nH]ccc34)CC2)cc1 was read as LYP inhibition -10.0%, Myeloid diff 2 inactive and Myeloid diff 2 GFP+ MAC1+ % 0.4.
NS(=O)(=O)c1ccc(NC(=O)c2cc(-c3ccccc3O)n[nH]2)cc1 was read as LYP inhibition -9.6%, Myeloid diff 2 inactive and Myeloid diff 2 GFP+ MAC1+ % 0.6.
Screening CCc1nnc(NC(=O)CCC(=O)N2CCN(Cc3ccc(OC)c(F)c3)CC2)s1 returned LYP inhibition 1.0%, Myeloid diff 2 inactive and Myeloid diff 2 GFP+ MAC1+ % 0.8.
`CCN1CCN(c2cc(C)c3cc(NC(=O)CCC(=O)Nc4ccc(OC)cc4OC)ccc3n2)CC1` gave LYP inhibition -5.1%, Myeloid diff 2 inactive and Myeloid diff 2 GFP+ MAC1+ % 0.8.
`CC(C)n1cc(/C=C/c2cc[n+](C)cc2)c2ccccc21` gave LYP inhibition -2.0% and Myeloid diff 2 inconclusive.
CN(CCC1CCOCC1)C(=O)C1CCC(=O)N(CCc2cccc(F)c2)C1 (configuration not stated) was read as LYP inhibition -2.4%, Myeloid diff 2 inactive and Myeloid diff 2 GFP+ MAC1+ % 1.1.
`CCCC(C(=O)NC1CCCC1)N(C(=O)Cn1nnc(-c2ccc(C)o2)n1)c1cccc(O)c1` (configuration not stated) gave LYP inhibition -2.5% and Myeloid diff 2 inconclusive.
COc1cc2c(c(OC)c1OC)-c1ccc(NC(=O)c3ccc(F)cc3)c(=O)cc1[C@@H](NC(C)=O)CC2 was read as LYP inhibition 0.6%, Myeloid diff 2 inactive and Myeloid diff 2 GFP+ MAC1+ % 1.5.
Screening COCCCn1c(C(=O)NCCN2CCOCC2)cc2c(=O)n3cccc(C)c3nc21 returned LYP inhibition -9.0%, Myeloid diff 2 inactive and Myeloid diff 2 GFP+ MAC1+ % 2.6.
Screening C=CCNC(=O)CN(Cc1ccccc1)S(=O)(=O)c1ccc(C)cc1 returned LYP inhibition -8.6%, Myeloid diff 2 inactive and Myeloid diff 2 GFP+ MAC1+ % 0.5.
COCCNC(=O)CN(c1ccc(F)cc1)S(=O)(=O)c1ccc2c(c1)OCCO2 was read as LYP inhibition -13.3%, Myeloid diff 2 inactive and Myeloid diff 2 GFP+ MAC1+ % 1.3.
